Screening data as filed in PubChem BioAssay.
GAA glycogen mod: qHTS Assay for Inhibitors and Activators of Human alpha-Glucosidase Cleavage of Glycogen | Lysosomal alpha-glucosidase (Homo sapiens), P10253 | recombinant GAA, glycogen substrate, Amplex Red glucose oxidase fluorescence | Potency, µM (doses to about 76.4 µM), without a hit: at the highest dose activity change, negative = inhibition, usual class: inhibitors | actives 0.38% (n = 300,000) | AID 2100, 2009; active = well fitted inhibition curve with a large enough effect; inconclusive = small, poorly fitted or top-dose-only effect, or another doubt; inactive = no such curve, though single readings can be large or run the other way;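 note: 0% = full enzyme reaction and -100% = no-enzyme basal signal; the screen sought inhibitors and activators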
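Recombinant human alpha-glucosidase (4 nM final) hydrolysed bovine liver glycogen (30 ug) for 40 min at 37 C in pH 5.0 citrate/phosphate with 0.01% Tween-20. Released glucose detected by glucose oxidase/Amplex Red, Ex 573/Em 610 nm. Compounds up to 77 uM; AC50 from Hill fits.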
An asterisk follows results filed as active; ? = inconclusive; [ ] = another dose, or the depositor's remark. Potency is the fitted concentration of half-maximal effect. The list is partial. The share of hits here may be higher or lower than overall.

SMILES	GAA glycogen mod
CCCC(=O)Nc1ccc(S(=O)(=O)Nc2cc(OC)ncn2)cc1	-10%[76.3 µM]
Nc1c(C(=O)N2CCCCCC2)oc2ccccc12	3%[76.3 µM]
CC(NC(=O)C1CCN(S(=O)(=O)c2cccc3nonc23)CC1)c1ccccc1 (stereo not drawn)	-19%
COc1ccc(C(C)=O)cc1CSCc1cc(C(C)=O)ccc1OC	2%
Nc1ccc(C(=O)N/N=C/c2cn(Cc3ccc(F)cc3)c3ccccc23)cc1	2%[76.3 µM]
CN(C)C(CNC(C(=O)Nc1ccc(F)cc1)c1ccccc1)c1ccccc1 (stereo not drawn)	4%
COc1ccc(S(=O)(=O)N2CCOC2CNC(=O)C(=O)NCCCN2CCOCC2)cc1C (stereo not drawn)	1%[76.3 µM]
S=c1[nH]nc(C2CCCCC2)n1/N=C/c1ccccc1Cl	2%
O=C(CNC(=O)c1ccc(Br)cc1)c1ccccc1	1%[76.3 µM]
Cc1cc(C)c(C#N)c(SCC(=O)Nc2nonc2N)n1	7%
CC1(C)CC(NC(=O)COc2ccc(Br)cc2Cl)CC(C)(C)N1	0%[76.3 µM]
O=C(CN1CCOCC1)Nc1ccc(Cl)cn1	-3%[76.3 µM]
COc1ccc(CN(C)C(=O)CNC(=O)CNC(=O)c2ccc(Cl)cc2Cl)cc1F	5%
CCN(CC)c1ccc(C(=O)NNC(=O)CCc2nc3ccccc3c(=O)[nH]2)cc1	5%[76.3 µM]
Cc1cc(C)n2nc(SCc3cccc(S(=O)(=O)N(C)C)c3)nc2n1	-2%
Cc1ccc(NC(=O)C2C3C=CC4(O3)C2C(=O)N(CCCN2CCCCC2)C4C(=O)NC2CCCCC2)cc1C (stereo not drawn)	0%
CC(=O)C(Cc1ccccc1)(Cc1ccccc1)C(C)=O	-15%[76.3 µM]
CCc1ccccc1NC(=O)CCS(=O)(=O)c1ccc(Br)cc1	0%
CC1CCN(Cc2nnc(-c3cccc(Br)c3)o2)CC1	1%
CC(C)(C)OC(=O)N[C@@H](COCc1ccccc1)C(=O)N[C@@H](CO)[C@H](O)[C@@H]1C[C@@H]1C(=O)NC1CCCCC1	15%[76.3 µM]
O=C(Nc1ccccc1C(=O)N1CCCCC1)c1ccco1	-4%
CNC(=O)c1[nH]cnc1C(=O)NCC(=O)OCc1ccccc1	22%[76.3 µM]
COc1ccc(C(=O)N2CCN(CCNC(=O)C(=O)Nc3ccc(F)cc3)CC2)cc1	3%
COc1ccc(S(=O)(=O)NCC2CCCO2)cc1C(=O)O (stereo not drawn)	6%
CC(C)CC(=O)C1CCCN(C(=O)c2ccc3oc(Cc4ccccc4)nc3c2)C1 (stereo not drawn)	-7%[76.3 µM]
Cc1cccc(C)c1OCCCN1CCOCC1	5%
C/C(=N\NC(=O)c1cc(-c2ccc(C)s2)nc2ccccc12)c1cccnc1	10%[76.3 µM]
NC(=O)C1CCN(C(=O)CCNS(=O)(=O)c2cc(Br)cnc2N)CC1	1%[76.3 µM]
CC1(C)CC(=O)C/C(=N/NC(=O)COc2ccc3ccccc3c2Br)C1	-5%[76.3 µM]
Cc1ccc(C2c3[nH]c4ccccc4c3C[C@H]3C(=O)N(c4ccccc4C(=O)NCCN4CCOCC4)C(=O)N23)cc1 (stereo partly drawn)	-6%[76.3 µM]
O=c1[nH]c(COc2ccccc2)nc2ccccc12	1%
COc1ccc(-c2nc3cc(C)ccn3c2NC(=O)c2ccccc2OC)cc1	-6%
CCCc1cc(=O)oc2cc(C)cc(OC(C)C(=O)NCc3cccnc3)c12 (stereo not drawn)	12%[76.3 µM]
COc1ccc(CN(C)C(=O)c2ccccc2Sc2ccccc2C#N)cc1OC	-1%[76.3 µM]
Cc1nnc2n1N=C(c1ccccc1)CS2	3%
Cc1ccc(C(=O)OCC(=O)Nc2cc(S(C)(=O)=O)ccc2Cl)cc1S(=O)(=O)N1CCCCC1	-7%[76.3 µM]
Cc1sc(N)nc1-c1ccc2c(c1)OCCO2	12%[76.3 µM]
CCOC(=O)N1CCC(N2Cc3cccc(C(=O)Nc4ccc(N(CC)CC)cc4C)c3C2=O)CC1	3%[76.3 µM]
Cc1nn(C(=O)Cn2ccc([N+](=O)[O-])n2)c(C)c1Cl	4%
CC(=O)Oc1ccc2occ(-c3ccccc3)c2c1	-1%[76.3 µM]
Cc1ccccc1NS(=O)(=O)c1cc(C(=O)N2CCCC2)ccc1Cl	-6%[76.3 µM]
Cc1ccc2c(cnn2C(=O)CCC(=O)NCc2cccc(Br)c2)c1	19%[76.3 µM]
COc1cc(NC(=O)N[C@@H](Cc2c[nH]c3ccccc23)C(=O)O)c(C(=O)O)cc1OC	-2%
COc1cc(CN2CCN(CC3CC3)CC2CCO)cc(OC)c1 (stereo not drawn)	-8%[76.3 µM]
COc1ccc(C(=O)C2CCCN(S(=O)(=O)c3ccccc3F)C2)c(C)c1 (stereo not drawn)	-12%[76.3 µM]
O=C(N=C1SC2CS(=O)(=O)CC2N1c1ccc(Cl)c(Cl)c1)C1CCCO1 (stereo not drawn)	2%[76.3 µM]
C/C(=N\NC(=O)c1nnn(-c2nonc2N)c1CSc1ccc(Cl)cc1)c1ccco1	2%[76.3 µM]
CCc1cc2c(SCc3ccc(C(=O)OC)o3)ncnc2s1	1%
COc1ccc(N(CC(=O)Nc2cc(OC)ccc2OC)S(=O)(=O)c2c(C)noc2C)cc1	-12%[76.3 µM]
CN(C)c1ccc(NC(=O)CN2C3CCCC2CC(NC(=O)c2ccccc2)C3)cc1 (stereo not drawn)	-29%[76.3 µM]
CC1(C)C(=O)N(c2ccccc2Cl)C(=O)c2ccccc21	-10%[76.3 µM]
CN(C(=O)C1CCN(c2ncnc3c2nc2n3CCCCC2)CC1)C1CCCCC1	2%[76.3 µM]
CCC(C)(C)NC(=O)c1ccc2c(c1)N(CC(=O)NC1CCCC1)C(=O)C(C)(C)O2	9%
Cc1ccc(C)c(NC(=S)N2CCC(NC(=O)c3ccccc3)CC2)c1	-1%[76.3 µM]
CC(C)(C)NC(=O)C1CCCN(S(=O)(=O)c2ccc(-n3cnnn3)cc2)C1 (stereo not drawn)	3%
Cc1cc(S(=O)(=O)N2CCOCC2)ccc1OCC(=O)N1CCC(C(N)=O)CC1	-6%
COc1ccc(Nc2ccc(C(F)(F)F)cc2[N+](=O)[O-])cn1	-17%[76.3 µM]
Cc1ccc(SCC(=O)NNC(=O)c2ccc(S(C)(=O)=O)cc2)cc1	-14%
O=C(NCCCCNC(=O)c1ccc(Br)cc1)c1ccc(Br)cc1	1%
CCOC(=O)N1CCN(Cc2ccc3c(c2)OCO3)CC1	15%[76.3 µM]

Some of the entries so far, as labelled records.
COc1ccc(-c2nc3cc(C)ccn3c2NC(=O)c2ccccc2OC)cc1
  GAA glycogen mod: -6%
Cc1sc(N)nc1-c1ccc2c(c1)OCCO2
  GAA glycogen mod: 12%[76.3 µM]

An excerpt from above in order of number of heavy atoms, smallest number first:
SMILES	GAA glycogen mod
CCc1cc2c(SCc3ccc(C(=O)OC)o3)ncnc2s1	1%
O=C(NCCCCNC(=O)c1ccc(Br)cc1)c1ccc(Br)cc1	1%
CC(C)(C)NC(=O)C1CCCN(S(=O)(=O)c2ccc(-n3cnnn3)cc2)C1 (stereo not drawn)	3%
CN(C(=O)C1CCN(c2ncnc3c2nc2n3CCCCC2)CC1)C1CCCCC1	2%[76.3 µM]
COc1cc(NC(=O)N[C@@H](Cc2c[nH]c3ccccc23)C(=O)O)c(C(=O)O)cc1OC	-2%

Remaining list, next part:
SMILES	GAA glycogen mod
Cc1cc(Cl)ccc1NC(=O)C(=O)N/N=C/c1ccc2c(c1)OCO2	12%
O=C1C(=O)N(c2nccs2)C(c2ccccc2F)/C1=C(\O)c1ccc2c(c1)OCCO2 (stereo not drawn)	0%[76.3 µM]
CCN(Cc1ccccc1)C(=O)c1cc(-c2ccc(OC)c(OC)c2)nc2ccccc12	4%[76.3 µM]
CCCCCCc1ccc(N2C[C@H](CCCCC)[C@@H](CC(=O)NCc3ccc(OC)cc3)C2=O)cc1	-6%[76.3 µM]
CSc1nnc(CCNS(=O)(=O)c2ccc(Br)cc2)n1C	-2%[76.3 µM]
c1ccc(CNCc2ccco2)cc1	6%[76.3 µM]
Cc1ccc2c(C)c(C(=O)N3CCN(c4cnccn4)CC3)oc2c1C	0%[76.3 µM]
Cc1cc(NC(=O)CS(=O)(=O)c2c[nH]c3ccccc23)no1	-5%[76.3 µM]
COc1ccc(C)cc1S(=O)(=O)Nc1cccc(-c2cn3cccnc3n2)c1	-3%[76.3 µM]
CC(=O)Nc1ccc(S(=O)(=O)N2CCN(C(=O)c3ncoc3-c3ccccc3F)CC2)cc1	?
COc1ccc(-n2c(-c3ccc(Br)cc3)n[nH]c2=S)cc1	-20%[76.3 µM]
COc1ccccc1N1C(=O)S/C(=C\c2ccc(C)s2)C1=O	10%[76.3 µM]
Cc1oc2cc(Br)c(O)c(Br)c2c1C(=O)c1ccccc1	-9%
CCNc1nc(Cl)nc(NC2CCCCC2)n1	12%[76.3 µM]
CCOc1cccc(N(C(=O)CCC(=O)Nc2cc(C)on2)C(C(=O)NC(C)(C)C)c2ccc(OC)cc2)c1 (stereo not drawn)	1%
O=C(NC(=S)Nc1cccc(Cl)c1Cl)C1CC1	-3%[76.3 µM]
COc1ccc(C2/C(=C(\O)c3ccc4c(c3)OCCO4)C(=O)C(=O)N2Cc2cccnc2)cc1OC (stereo not drawn)	-4%[76.3 µM]
O=C(O)C1(Cc2nc3ccccc3[nH]2)CCCC1	-2%
C=CCN(C(=O)c1csnn1)C(C(=O)NCc1ccccc1)c1ccccc1F (stereo not drawn)	3%
CCOC(=O)C1=C(CN2CCN(C(=O)c3ccco3)CC2)NC(=O)NC1c1ccc(OC(C)C)cc1 (stereo not drawn)	-1%[76.3 µM]
CCn1c(=S)sc2c(=O)n(CC(=O)Nc3cccc(Cl)c3)c(C)nc21	13%[76.3 µM]
COc1cccc(CNC(=O)CCS(=O)(=O)c2ccc3c(c2)NC(=O)CS3)c1	-9%[76.3 µM]
O=C(c1ccc(Cl)cc1)N1CCc2ccccc21	-8%[76.3 µM]
Cc1ccc(Sc2cc(C(=O)NCCCN(C)C)c3ccccc3n2)cc1	-2%
CC(C)Cc1ccc(CN2CCCC(NC(=O)CCN3CCCO3)C2)cc1 (stereo not drawn)	0%[76.3 µM]
O=C(Cn1cc(C(F)(F)F)cc(Cl)c1=O)NCc1ccc(Cl)cc1	1%[76.3 µM]
COc1ccc(CNS(=O)(=O)c2ccc3c(c2)C(C)(C)C(=O)N3C)cc1	-9%[76.3 µM]
CCOc1cc(/C=C2\C(=N)N3N=CSC3=NC2=O)ccc1OS(=O)(=O)c1ccccc1	-3%[76.3 µM]
COc1ccccc1OCC(=O)Nc1ccc(S(=O)(=O)Nc2nccs2)cc1	0%
Cc1ccc(CCCNC(=O)C2CCC(=O)N(Cc3cccc(F)c3)C2)cc1 (stereo not drawn)	-4%[76.3 µM]
CCCOc1cccc(C(=O)Nc2ccc3c(c2)OCCO3)c1	1%[76.3 µM]
COc1ccc(-n2c(C)c(C)c3c(NCCO)ncnc32)cc1	1%
COc1ccccc1CNC(=O)COC(=O)c1cc([N+](=O)[O-])ccc1N1CCOCC1	-9%[76.3 µM]
CC1(C)Cc2cccc(OCC(=O)NCc3ccccc3)c2O1	3%[76.3 µM]
Cc1ccc2oc(C(=O)N(Cc3nccn3C)C(C)C)c(C)c2c1	-1%[76.3 µM]
Cc1sc(NC(=O)CSc2nnc(N)s2)c(C#N)c1C	-4%
S=C(NCc1ccncc1)Nc1cc(Cl)cc(Cl)c1	-10%[76.3 µM]
c1cncc(-c2nc(NCC3CCCO3)c3ccccc3n2)c1 (stereo not drawn)	11%[76.3 µM]
O=C(COc1cccc(-n2cnnn2)c1)Nc1ccc([N+](=O)[O-])cc1	5%
O=C(CN(Cc1ccc(F)cc1)C(=O)CCC(=O)Nc1nccs1)NCc1ccc(F)cc1	-5%
CC(=O)C1=C(C)Nc2ncnn2C1c1ccccc1F (stereo not drawn)	-6%
CC1CC(C)CN(C(=O)Cn2nnc(-c3ccc(Br)cc3)n2)C1 (stereo not drawn)	6%
CCOc1ccc(/C=C/C(=O)Oc2ccc(OC)cc2)cc1	-10%[76.3 µM]
O=C(O)c1cc(-c2cccs2)nc2ccc(F)cc12	0%[76.3 µM]

Part of the list above, reformatted:
COc1ccc(-n2c(C)c(C)c3c(NCCO)ncnc32)cc1
  GAA glycogen mod = 1%
COc1ccccc1CNC(=O)COC(=O)c1cc([N+](=O)[O-])ccc1N1CCOCC1
  GAA glycogen mod = -9%[76.3 µM]
CC1(C)Cc2cccc(OCC(=O)NCc3ccccc3)c2O1
  GAA glycogen mod = 3%[76.3 µM]
Cc1ccc2oc(C(=O)N(Cc3nccn3C)C(C)C)c(C)c2c1
  GAA glycogen mod = -1%[76.3 µM]
